Assay outcomes from PubChem BioAssay.
FLuc counter – counter-screen for miR-21 project: firefly luciferase inhibitors or activators; P08659; purified FLuc, Km substrates, luminescence inhibition; Potency, µM (doses to about 57.5 µM), without a hit: at the highest dose activity change, negative = inhibition, most hits filed as inhibitors; hit rate 6.9% among 360,000; AID 588342; active means well fitted inhibition curve with a large enough effect; inconclusive means small, poorly fitted or top-dose-only effect;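 further: plate controls were vehicle for no effect and reference inhibitor for full effect; nearly all actives have a fitted effect of over 55% in size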
Target sequence (P08659 whole entry, looked up): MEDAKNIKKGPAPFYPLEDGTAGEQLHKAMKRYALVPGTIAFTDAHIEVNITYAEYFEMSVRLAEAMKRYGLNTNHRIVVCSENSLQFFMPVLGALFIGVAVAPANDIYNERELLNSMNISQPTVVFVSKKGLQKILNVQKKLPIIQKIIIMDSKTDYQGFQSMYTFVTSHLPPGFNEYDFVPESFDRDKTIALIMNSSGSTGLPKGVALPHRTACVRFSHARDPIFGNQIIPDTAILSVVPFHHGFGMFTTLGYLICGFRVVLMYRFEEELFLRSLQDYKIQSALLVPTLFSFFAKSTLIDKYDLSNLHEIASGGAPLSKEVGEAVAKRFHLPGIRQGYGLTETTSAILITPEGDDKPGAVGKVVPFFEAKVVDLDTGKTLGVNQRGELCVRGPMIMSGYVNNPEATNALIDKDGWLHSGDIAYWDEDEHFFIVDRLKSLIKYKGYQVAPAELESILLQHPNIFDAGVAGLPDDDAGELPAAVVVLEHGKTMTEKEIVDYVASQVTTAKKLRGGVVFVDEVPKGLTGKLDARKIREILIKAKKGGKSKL
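Purified P. pyralis luciferase, 10 nM final, with Km-level 10 uM D-luciferin and 10 uM ATP in 50 mM Tris acetate pH 7.5, 10 mM Mg acetate, 0.01% Tween-20, 0.05% BSA; 6-point qHTS titration about 60 µM downward; luminescence read.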
* hit, by the source's call; ? = inconclusive. Potency means the concentration at half of the fitted maximal effect. These rows are one share of the data; the hit share may differ from the screen's.

SMILES	FLuc counter
COc1ccc(N2CCN(C(=O)c3nc(-c4ccc(Cl)cc4)n4c3CCCCC4)CC2)cc1	-3%
O=C(Nc1ccccc1)c1ccc2c(O)c(S(=O)(=O)c3ccc(Cl)cc3)c(=O)[nH]c2c1	?
CCOc1ccc(C(=O)Nc2ccc3nc(SCC(=O)N4CCOCC4)sc3c2)cc1	-18%
COCCCNS(=O)(=O)c1ccc(N2CCCCS2(=O)=O)cc1	-3%
Cc1ccccc1OCc1nc2ccccc2n1Cc1ccccc1Cl	?
CCCCCn1c(=O)[nH]c2cc(C(=O)N3CCN(c4cccc(C(F)(F)F)c4)CC3)ccc2c1=O	2%
COCCNC(=O)CSc1c(C)cnc2c1c(=O)n(C)c(=O)n2C	-2%
COc1ccc(C2CC(=O)Nc3c2c(C)nn3-c2nncc(-c3ccccc3)n2)c(OC)c1OC (centres undefined)	-7%
Cc1ccc(CNC(=O)c2ccc3c(c2)N(Cc2ccccc2Cl)C(=O)CS3)cc1	-2%
Cc1ccc2cccc(NC(=O)c3cccc4c(Cl)cccc34)c2n1	-2%
CC(C)OC(=O)/C(C#N)=C/c1ccc(-c2ccc(Cl)c(Cl)c2)o1	?
CC(C)CN(CCCNC(=O)Cn1ncc2c3ccccc3n(C)c2c1=O)CC(C)C	0%
Cc1ccc(S(=O)(=O)c2cn(C)c3cc(N4CCOCC4)c(F)cc3c2=O)c(C)c1	-2%
CC(CNC(=O)c1ccc(Cn2c(SCc3ccccc3)nc3cccnc32)cc1)c1ccccc1 (centres undefined)	4.8µM*
Cc1ccc(S(=O)(=O)N2CCN(Cc3ccccc3)CC2)c(C)c1NS(C)(=O)=O	0%
CC(C)c1ccc(C2=CC(c3cccc(Cl)c3)n3c(nc4ccccc43)N2)cc1 (centres undefined)	21µM*
CC(=O)c1ccc(NC(=O)C2CCN(S(=O)(=O)c3ccc4c(c3)CCCN4C(=O)C3CCC3)CC2)cc1	0%
COc1ccc(OC)c(NC(=O)c2ccc3c(SCC(=O)O)c4c(nc3c2)CCCC4)c1	?
CCc1cccc(NC(=O)c2ccc3c(=O)n4nc(Nc5ccccc5OC)sc4nc3c2)c1	-7%
CCc1cccc(CC)c1NC(=O)CN1C(=O)C(=O)c2ccccc21	-5%
Cc1ccc(NC(=O)/C(C#N)=C/c2ccc(C)o2)cc1	1.9µM*
Cc1ccc(C)c(N2CCN(c3nc4ccccc4n4nnnc34)CC2)c1	-15%
Cc1cccc(N2CCN(C(=O)Cc3c(C(=O)O)c(C)cn3C)CC2C)c1 (centres undefined)	-12%
CCOC(=O)c1cc(-c2ccccc2)nn1Cc1ccccc1	?
COc1ccc(NC(=O)c2cccc(N3CCCS3(=O)=O)c2)c(OC)c1	?

Given as labelled records: entries from further up
Compound: CC(C)OC(=O)/C(C#N)=C/c1ccc(-c2ccc(Cl)c(Cl)c2)o1
  FLuc counter = ?

Compound: CC(C)CN(CCCNC(=O)Cn1ncc2c3ccccc3n(C)c2c1=O)CC(C)C
  FLuc counter = 0%

Compound: Cc1ccc(S(=O)(=O)c2cn(C)c3cc(N4CCOCC4)c(F)cc3c2=O)c(C)c1
  FLuc counter = -2%

Compound: CC(CNC(=O)c1ccc(Cn2c(SCc3ccccc3)nc3cccnc32)cc1)c1ccccc1 (centres undefined)
  FLuc counter = 4.8µM*

(further entries)
SMILES	FLuc counter
Cc1ccc(NC(=O)CN2C(=O)COc3ccc(S(=O)(=O)Nc4ccccc4)cc32)c(C)c1	-1%
CCN(CC)c1cc(C)c2cc(NC(=O)c3cccc(F)c3)ccc2n1	-12%
CCc1cccc(NC(=O)Cn2ccn3nc(-c4ccc(OC)c(OC)c4)cc3c2=O)c1	-7%
O=C(Cn1cc(SCc2ccc(C(F)(F)F)cc2)c2ccccc21)N1CCOCC1	?
CCN(C(=O)CSc1ncc2c(n1)-c1cc(Cl)ccc1N(Cc1ccccc1)S2(=O)=O)c1cccc(C)c1	-2%
CCOc1ccc(N(C)C(=O)CS(=O)(=O)c2cccc3nsnc23)cc1	-2%
COc1ccc(-c2nc(Cn3c(SCc4ccc(F)cc4)nc4cccnc43)c(C)o2)cc1	11µM*
O=C(COC(=O)c1cc(-c2cccs2)nc2ccccc12)c1ccc(Br)cc1	?
CCCCNC(=O)c1cc(-c2ccc(Cl)c(Cl)c2)on1	3%
CCOc1ccc(OCC)c(NC(=O)c2cnc(SC)nc2-c2ccccc2)c1	3%
O=C(c1cnc(N2CCOCC2)c2ccccc12)N1CCN(c2ccccc2F)CC1	-2%
CCc1cccc(C)c1NS(=O)(=O)c1cc2[nH]c(=O)c(=O)[nH]c2cc1C	2%
Cc1cn2c(=O)cc(COC(=O)c3ccc(NC(=O)c4ccc(C(C)(C)C)cc4)cc3)nc2s1	-18%
Cc1cc(C)c(NC(=O)CCS(=O)(=O)c2cc3c(cc2Cl)NC(=O)CO3)c(C)c1	5%
CCOC(=O)c1c(NC(=O)C(C)Oc2ccc(Cl)c(C)c2)sc2c1CCCC2 (centres undefined)	-17%
COc1ccc(CNC(=O)Cc2c(C)c3c(cc(C)c4c(C)c(C)oc43)oc2=O)cc1	-1%
CCOC(=O)C1CCCN(C(=O)c2ccccc2NC(=O)c2nsc3ccccc23)C1 (centres undefined)	-17%
O=C(c1ccc([N+](=O)[O-])cc1)N(Cc1ccco1)c1ccccn1	-2%
CN1C(=O)Cc2cc(S(=O)(=O)CCC(=O)N3CCN(c4ccccc4F)CC3)ccc21	-4%
Cc1cc(S(=O)(=O)Nc2ccc3oc4c(c3c2)CCCC4)ccc1Cl	?
Cc1n[nH]c(C)c1S(=O)(=O)N1CCCC(C(=O)Nc2ccc(Cl)cc2)C1 (centres undefined)	-7%
CNC(=O)C1CCC(Cn2c(=O)c3sccc3n(CC(=O)N3CCCC(C)C3)c2=O)CC1 (centres undefined)	0%
CCc1c(C)nc2nncn2c1Nc1ccc(C(C)C)cc1	-10%
Cc1ccc(NC(=O)c2ccc3oc(=O)c(S(=O)(=O)c4ccccc4)cc3c2)cc1C	?
COc1ccc2c(c1)sc1ncc(C(=O)NCc3cccc(C)c3)c(=O)n12	-7%

(continued)
SMILES	FLuc counter
Cc1cc(C)cc(-n2cnc3cc(C(=O)NC4CCCCCC4)ccc32)c1	-11%
COc1ccc(Cn2ccnc2SCC(=O)NCc2ccccc2)cc1	-7%
CN1CCN(C(CNC(=O)C(=O)Nc2cccc(Cl)c2)c2ccc3c(c2)OCO3)CC1 (centres undefined)	1%
Cc1ccc(CSC2=Nc3ccccc3C3=NC(CC(=O)NCc4ccc5c(c4)OCO5)C(=O)N23)cc1 (centres undefined)	?
O=C(Cc1csc2ccccc12)NCc1cccc(Br)c1	?
COc1cccc(C(=O)Nc2ccc3nc(SCCOc4ccccc4)sc3c2)c1	-1%
Cc1nc2nc(NC(=O)C(C)C)[nH]n2c(=O)c1Cc1ccccc1	-15%
COc1ccc(C2CC(=O)N3CN(C4CCCCC4)CSC3=C2C#N)c(OC)c1 (centres undefined)	?
Nc1nonc1C(=O)NCCNCc1ccc(Cl)c(Cl)c1	4%
Cc1ccc2c(c1)c1c(c(=O)n(Cc3ccccc3)c(=O)n1CC(=O)Nc1ccccc1C)n2C	-5%
CC(C)c1ccc(Nc2c(-c3ccccc3O)nc3cnccn23)cc1	?
O=C(c1ccc(Cl)cc1)N1CCN(CCc2ccncc2)CC1	-10%
Cc1ccccc1CNC(=O)c1ccc2[nH]c(C)c(C)c2c1	-16%
Cc1ccc2c(CC(=O)Nc3ccc(S(=O)(=O)N4CCCCC4C)cc3)coc2c1C (centres undefined)	-2%
COc1cc(C(CC(=O)Nc2ccc(C)c(F)c2)N2Cc3ccccc3C2=O)cc(OC)c1OC (centres undefined)	2%
Fc1ccc(CNc2ncnc3onc(-c4ccc(F)cc4)c23)cc1	3%
COc1ccc(CNC(=O)c2ccc3c(c2)N(C)C(=O)C2CCCCN32)cc1OC (centres undefined)	-2%
COc1ccc(OC)c(CNC(=O)c2ccc3c(c2)c(C)c(C)n3Cc2ccc(Cl)cc2)c1	3%
O=S(=O)(Nc1ccc(-c2ccc(N3CCCC3)nn2)cc1)c1ccc(Br)cc1	?
Cc1ccc(NC(=O)[C@H](Cc2ccccc2)N2Cc3ccccc3C2=O)cc1	2%
COc1ccc(S(=O)(=O)N2CCC(c3nc4ccccc4s3)CC2)cc1OC	-6%
CC1CCN(S(=O)(=O)c2ccc(C(=O)Nc3sc4c(c3C(N)=O)CC(C)(C)NC4(C)C)cc2)CC1	0%
CC(C)(C)c1ccc(C(=O)Nc2cc(-c3nc4ccccc4o3)ccc2Cl)cc1	0%
COC(=O)c1ccccc1NC(=O)c1ccc(-c2nc(COc3ccccc3)c(C)o2)cc1	-5%
COc1ccc(C(=O)NCc2ccc3c(c2)CCN3C(=O)c2ccc(Cl)cc2)c(OC)c1	?

(cont.)
SMILES	FLuc counter
CCOC(=O)N1CCC(NC(=O)c2cnn(-c3ccc(F)cc3F)c2C2CCN(C(=O)OC(C)(C)C)CC2)CC1	-5%
Cc1cc(C)c(OCC(=O)N(Cc2ccc(N(C)C)cc2)CC2CCCO2)c(C)c1 (centres undefined)	1%
COc1ccccc1N1CCN(C(=O)Cn2cnc3onc(-c4ccc(F)cc4)c3c2=O)CC1	-9%
CCOC(=O)c1cc(-c2ccc(F)cc2)n(CCC(=O)NC2CCC(C)CC2)c1C (centres undefined)	-7%
COc1cccc(/C=C/c2nc(C#N)c(NCCN(C)C)o2)c1	7%
Cc1nn(C)c2c1c(-c1ccccc1)cc(=O)n2Cc1ccccc1C#N	-20%
CCc1ccccc1N(C)C(=O)c1nn(-c2ccc(OC)cc2)c(=O)c2c1c1ccccc1n2C	0%
Cc1ccc(C2CCN(C(=O)c3cnn(-c4ccc(C)cc4)c3C3CCN(C(=O)OC(C)(C)C)CC3)C2)cc1 (centres undefined)	-4%
COc1ccc(Cn2nnc3c(=O)[nH]c(C4CCCN(C(=O)c5ccccc5Cl)C4)nc32)cc1OC (centres undefined)	0%
CCOC(=O)c1ccc(NC(=O)Cn2c(=O)cc(C(F)(F)F)c3c(C)nn(C)c32)cc1	-15%
Cc1cc(C)cc(N2CCn3c2nc2c3c(=O)n(CCCc3ccccc3)c(=O)n2C)c1	-17%
CCOc1ccc(OCC)c(NC(=O)C2CCN(S(=O)(=O)c3c(C)noc3/C=C/c3ccccc3F)CC2)c1	-1%
COc1ccc(OC)c(CCNC(=O)c2ccc3c(c2)c(C)c(C)n3Cc2ccccc2)c1	-3%
CCOc1ccccc1NC(=O)C(Cc1ccccc1)NS(=O)(=O)c1ccc(Br)s1 (centres undefined)	-16%
Cc1ccc(C)n1-c1nnc(N2CCC(C(=O)Nc3ccccc3Br)CC2)s1	3%
Cc1cccc(NC(=O)C(=O)NCC(c2cccnc2)N2CCOCC2)c1 (centres undefined)	?
COc1ccc(-n2c3c(cc(-c4nc(-c5ccc(Cl)cc5)cs4)c2=O)C(=O)CC(C)(C)C3)cc1	0%
Cc1cc(C)cc(Nc2ncnc3c2nc2n3CCCC2)c1	-13%
CC1CCCN(CCCNC(=O)c2ccc3c(c2)N(Cc2ccc(Cl)cc2)C(=O)c2ccccc2S3(=O)=O)C1 (centres undefined)	4%
Cc1cc(O)c(C(c2ccccc2)N2CCCCC2)c(=O)n1Cc1ccco1 (centres undefined)	-5%
O=C(Cn1cc(S(=O)(=O)Cc2ccccc2F)c2ccccc21)NCc1ccccc1	1%
CCOC(=O)c1ccc(NC(=O)Cn2nnc(-c3ccc(C(F)(F)F)cc3)n2)cc1	-3%
COc1ccc2[nH]c3c(c2c1)CCN(C(=O)c1cccc(Cl)c1)C3c1ccc(F)cc1 (centres undefined)	1%
CCOc1ccccc1NC(=O)c1c(NC(=O)Cc2ccc(OC)cc2)sc2c1CCC2	2%
Cn1ccnc1SCC(=O)Nc1cccc(Br)c1	-16%

Among those listed so far, these contain an NH in an aromatic ring:
SMILES	FLuc counter
O=C(Nc1ccccc1)c1ccc2c(O)c(S(=O)(=O)c3ccc(Cl)cc3)c(=O)[nH]c2c1	?
CCCCCn1c(=O)[nH]c2cc(C(=O)N3CCN(c4cccc(C(F)(F)F)c4)CC3)ccc2c1=O	2%
CCc1cccc(C)c1NS(=O)(=O)c1cc2[nH]c(=O)c(=O)[nH]c2cc1C	2%
Cc1n[nH]c(C)c1S(=O)(=O)N1CCCC(C(=O)Nc2ccc(Cl)cc2)C1 (centres undefined)	-7%
Cc1nc2nc(NC(=O)C(C)C)[nH]n2c(=O)c1Cc1ccccc1	-15%
Cc1ccccc1CNC(=O)c1ccc2[nH]c(C)c(C)c2c1	-16%
COc1ccc(Cn2nnc3c(=O)[nH]c(C4CCCN(C(=O)c5ccccc5Cl)C4)nc32)cc1OC (centres undefined)	0%
COc1ccc2[nH]c3c(c2c1)CCN(C(=O)c1cccc(Cl)c1)C3c1ccc(F)cc1 (centres undefined)	1%

Later entries.
SMILES	FLuc counter
Cc1ccc(NC(=O)C(Cc2ccccc2)NS(=O)(=O)c2ccc3c(c2)c(=O)n(C)c(=O)n3C)cc1 (centres undefined)	-6%
CCc1ccc(NC(=O)CN2C(=O)C(c3ccc(Cl)cc3)=NC23CCCCC3)cc1	-12%
Cc1ccc(CNC(=O)c2c[nH]n3c(=O)c(Cc4ccc(F)cc4Cl)c(C)nc23)cc1	?
Cc1cccc(N2CCN(C(=O)Cn3c(-c4cccs4)cc4ccccc43)CC2)c1C	-7%
COC(=O)c1c(-c2ccc(Cl)cc2)noc1N1CCN(c2cccc(C)c2C)CC1	7%
Cc1ccc(CNS(=O)(=O)c2ccc(F)c(C(=O)Nc3ccc(C)c(F)c3)c2)cc1	-1%
Cc1ccc(NC(=O)Nc2nnc(SCC(=O)N3CCCCC3)s2)cc1	?
